# Bioassay records as filed in PubChem.
# CTSL1 counter: Fasciola hepatica cathepsin L1 inhibitors, primary screen, counter-screen for PFM18AAP inhibitor project, biochemical, QFRET, fluorogenic peptide substrate | AID 1906, 2009 | 300,000 compounds, 0.49% hits | inhibition, % at 5.96 µM | recombinant F. hepatica cathepsin L1, Z-Leu-Arg-MCA fluorescence;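 active means inhibition above the mean of all tested compounds plus 3 SD, set per screening campaign, cut at about 17% in these data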;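 further: 0% = plate median of test compound wells and 100% = 1 µM Z-Phe-Ala-diazomethylketone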
# GASC-1 inh: inhibitors of GASC-1 histone demethylase, primary screen, biochemical, fluorescence, DELFIA europium | GST-JMJD2C(1-420) H3K9me3 demethylation | 330,000 compounds, 0.069% hits | inhibition, % at 2.35 µM;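 active means more than half of a compound's replicate wells show inhibition beyond 50%, single wells judged on their own value; inconclusive means some, but no more than half, of replicates pass 50% inhibition; inactive means no replicate passes 50% inhibition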;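 further: signal counts dimethyl H3K9 product captured on neutravidin plate; 0% = median of DMSO wells and 100% = 0.3 times that DMSO median; strong numbers were not always called active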
# TPT1 inh: Candida albicans TPT1 enzyme inhibitors, primary screen, biochemical, fluorescence polarization. AID 1962, 2009. inhibition, % at 5 µM. 300,000 compounds, 0.81% hits. tRNA 2'-phosphotransferase TPT1 (Candida albicans SC5314). recombinant caTPT1, FP RNA substrate dephosphorylation;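 active means inhibition above the mean of all tested compounds plus 3 SD, set per screening campaign, cut at about 24% in these data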;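 further: plate controls were DMSO alone for no effect and ferristatin control at 100 nM for full effect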
# PP5 inh: PP5 phosphatase inhibitors, primary screen, biochemical, fluorescence. Serine/threonine-protein phosphatase 5 (Homo sapiens), P53041. 320,000 compounds, 0.18% hits. AID 1987, 2009. inhibition, % at 6.7 µM. purified PP5c, OMFP substrate fluorescence;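 active means inhibition above the campaign's mean inhibition across all tested compounds plus 3 SD, cut at about 9.5% in these data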;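 further: 0% = DMSO only and 100% = 100 µM cantharidin control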
# Target sequence (P53041 whole entry, looked up): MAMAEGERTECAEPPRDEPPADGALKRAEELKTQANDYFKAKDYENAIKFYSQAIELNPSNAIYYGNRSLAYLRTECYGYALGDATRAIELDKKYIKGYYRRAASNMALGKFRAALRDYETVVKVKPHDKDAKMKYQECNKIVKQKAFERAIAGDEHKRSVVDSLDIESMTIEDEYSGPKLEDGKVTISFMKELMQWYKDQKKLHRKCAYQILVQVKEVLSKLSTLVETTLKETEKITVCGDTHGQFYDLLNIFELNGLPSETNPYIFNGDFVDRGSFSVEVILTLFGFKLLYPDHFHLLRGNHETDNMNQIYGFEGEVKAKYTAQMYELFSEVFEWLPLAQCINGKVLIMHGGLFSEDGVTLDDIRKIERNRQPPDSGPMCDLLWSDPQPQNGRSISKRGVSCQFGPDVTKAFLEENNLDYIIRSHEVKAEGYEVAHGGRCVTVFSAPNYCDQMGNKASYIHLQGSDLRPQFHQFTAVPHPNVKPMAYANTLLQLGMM
# PP1 inh: PP1-alpha phosphatase inhibitors, primary screen, counter-screen for PP5 inhibitor project, biochemical, fluorescence, OMFP substrate, single point; Serine/threonine-protein phosphatase PP1-alpha catalytic subunit (Homo sapiens), P62136; purified PP1alpha; inhibition, % at 6.7 µM; 320,000 compounds, 0.9% hits; AID 2235, 2010;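 active means inhibition above the mean inhibition of all tested compounds plus 3 SD, computed separately for each screening campaign, cut at about 15% in these data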
# Target sequence (P62136 whole entry, looked up): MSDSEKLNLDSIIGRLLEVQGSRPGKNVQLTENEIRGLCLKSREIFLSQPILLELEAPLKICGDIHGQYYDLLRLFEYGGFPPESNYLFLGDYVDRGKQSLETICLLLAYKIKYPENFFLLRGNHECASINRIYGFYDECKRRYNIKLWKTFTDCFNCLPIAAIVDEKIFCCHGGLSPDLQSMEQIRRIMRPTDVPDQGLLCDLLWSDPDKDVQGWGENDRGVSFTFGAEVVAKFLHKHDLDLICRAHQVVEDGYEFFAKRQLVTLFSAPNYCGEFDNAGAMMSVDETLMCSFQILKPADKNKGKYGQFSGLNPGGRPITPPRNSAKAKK
# EBNA-1 inhibitor: EBNA-1 DNA-binding inhibitors, primary screen, biochemical, fluorescence polarization; inhibition, % at 14.8 µM; 300,000 compounds, 0.34% hits; AID 1950, 2009; in the data active means inhibition above about 28%
# core dimer inh: inhibitors of HCV core protein dimerization, primary screen, biochemical, TR-FRET, high-throughput; TR-FRET GST/Flag-core106 dimerization, 1536-well; AID 1899, 2009; 300,000 compounds, 0.33% hits; inhibition, % at 5 µM;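 active means inhibition above the mean of all tested compounds plus 3 SD, set per screening campaign, cut at about 45% in these data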
#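 Assay system: tagged HCV core106 pair (GST and Flag); medium: KF-containing HEPES buffer, pH 7.45, DTT, CHAPS, BSA; also added: Eu donor and XL665 acceptor anti-tag antibodies; dosing: 5 µM single dose; timing: compound-protein-antibody incubation 4 h at 22.5 °C; signal: TR-FRET 671 and 617 nm emission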
# ZTA counter: blocks Epstein-Barr virus ZTA, an EBNA-1 counter-screen | ZTA-DNA binding, fluorescence polarization | AID 2234 | 320,000 compounds, 0.15% hits | inhibition, % at 11 µM | P03206; in the data active means inhibition above about 33%
# Target sequence (P03206 whole entry, looked up): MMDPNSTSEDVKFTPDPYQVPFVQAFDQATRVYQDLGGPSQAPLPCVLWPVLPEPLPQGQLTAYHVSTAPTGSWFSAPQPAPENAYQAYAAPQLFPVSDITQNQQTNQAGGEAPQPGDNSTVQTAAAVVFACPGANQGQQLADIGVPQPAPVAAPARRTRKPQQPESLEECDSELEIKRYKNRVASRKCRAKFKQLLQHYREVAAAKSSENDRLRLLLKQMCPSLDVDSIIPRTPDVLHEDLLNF
# CR mimetic SO: reduction of superoxide in aged yeast, primary screen, HTS | 330,000 compounds, 0.18% hits | superoxide response (% of plate mean), % at 10 µM | AID 2690, 2010 | S. cerevisiae aged cells, superoxide DHE fluorescence; stronger effect = lower value;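 active means superoxide response under a set limit, about three screen SD below normal, cut at about 65% in these data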;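 further: yeast aged for seven days with compound at 30 °C before DHE staining; 100% = average MFI of all compound-treated wells on the plate with controls excluded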
# * hit, by the source's call; u = inconclusive; x = no result given.
item	Compound	core dimer inh	CTSL1 counter	PP1 inh	PP5 inh	EBNA-1 inhibitor	CR mimetic SO	GASC-1 inh	ZTA counter	TPT1 inh
1	COc1ccc(CNC(=O)CN2CCN(S(=O)(=O)c3cccs3)CC2)cc1OC	-3.0	-0.1	1.6	-0.5	5.2	86.9	-10.4	-14.5	-1.5
2	Cc1ccc(-n2c(=O)cc(NCc3cccnc3)[nH]c2=O)cc1	-0.6	0.1	24.6*	2.0	-9.2	133.7	0.2	-1.4	2.3
3	CN1CCN(c2ccc(NC(=O)c3cccc(OCc4ccccc4)c3)cc2)CC1	-12.8	6.3	-0.6	-0.3	0.6	94.1	11.5	24.3	0.3
4	CCCCNC(=O)c1cn(CC)c2ccc(S(=O)(=O)N3CCCCCC3)cc2c1=O	9.4	-0.4	-6.5	1.6	-2.5	105.3	4.9	-0.9	-0.4
5	COC(=O)c1ccccc1NC(=O)CSc1nc2ccccc2c(=O)[nH]1	5.0	-1.5	-2.1	3.2	-2.5	86.2	8.1	-11.8	0.9
6	Cc1nnc(SCC(=O)OC2CC(C)CCC2C(C)C)[nH]c1=O (stereo not drawn)	-2.7	0.3	-0.2	1.5	4.6	90.6	-8.3	1.8	0.5
7	COc1ccc(N2CCN(C(CNC(=O)C(=O)NC3CC3)c3ccco3)CC2)cc1 (stereo not drawn)	0.0	-1.0	-4.1	-0.8	3.5	102.1	-1.2	5.0	4.9
8	CCOc1ccc(NC(=O)C2CC(=O)N3CCCN=C3S2)cc1 (stereo not drawn)	50.0*	0.9	7.9	-1.0	-1.3	106.9	0.3	-21.6	0.5
9	O=C(c1ccc2c(c1)OCO2)N1CCN(c2ncccn2)CC1	-11.8	0.2	3.9	2.7	2.4	86.4	0.5	-5.6	3.8
10	CN(C)S(=O)(=O)c1ccc(C(=O)Nc2ccc3c(c2)CCC3)cc1	1.1	-0.3	-2.3	1.2	6.1	100.8	-9.8	1.3	3.8
11	C1CN(CC23CC4CC(CC(C4)C2)C3)CCO1	-1.1	-0.5	-5.1	4.4	-2.1	86.6	-8.3	-4.8	-0.3
12	COC(=O)c1ccc2c(c1)NC(=O)CS2	1.1	3.9	-5.3	-0.9	4.4	97.5	-10.9	-1.3	-2.1
13	COc1ccc(-c2sc3ccc(N4CCOCC4)cc3c2-c2ccc(O)cc2)cc1	x	x	-1.3	1.0	x	85.2	2.9	-4.1	x
14	CCCn1c(C(O)c2ccc(OC)cc2)nc2ccccc21 (stereo not drawn)	7.8	-13.9	-1.4	1.8	7.0	104.0	x	1.3	3.0
15	COc1cccc(-c2nc(CS(=O)(=O)CC(=O)Nc3cc(F)ccc3F)c(C)o2)c1	-11.0	-3.2	3.1	3.8	-7.3	116.2	2.3	9.7	2.0
16	CN(CC(=O)N1CCCCCC1)S(=O)(=O)c1ccc(F)cc1	-0.3	-4.0	-2.9	1.9	-12.9	93.1	-32.6	-2.2	-2.5
17	NC(=O)c1ccc(NC(=O)Nc2ccc3c(c2)OCO3)cc1	6.8	-1.3	-1.0	2.2	0.5	102.8	-3.8	-7.8	-3.1
18	Cc1ccc(S(=O)(=O)N2CCC(C(=O)NCc3cccnc3)CC2)cc1	-2.8	-1.9	-1.7	-2.4	7.4	102.9	5.6	-8.0	-3.0
19	O=C(NCc1cccnc1)/C(=C\c1ccc(-c2ccc(Cl)c(Cl)c2)o1)S(=O)(=O)c1ccccc1	0.9	0.9	0.6	2.5	7.6	81.6	14.9	1.7	-0.5
20	CC12C(=O)N(NC(=O)c3ccncc3)C(=O)C1C1C=CC2C1 (stereo not drawn)	2.0	4.0	-2.2	-0.7	13.7	122.3	6.7	4.5	-0.9
21	O=C(O)c1ccc(Cl)c(S(=O)(=O)Nc2ccc3[nH]c(=O)[nH]c3c2)c1	-13.0	-1.1	-4.6	1.4	0.6	89.7	-3.2	0.0	1.2
22	CCCn1c(C(C)Nc2nc(-c3cc(Cl)c(N)c(Cl)c3)cs2)nc2cc(Cl)c(N3CCCCC3)cc21 (stereo not drawn)	12.7	-2.9	2.4	2.9	5.7	98.0	-8.2	6.0	0.2
23	c1ccc(-c2cc3c(NCC4COc5ccccc5O4)ncnc3s2)cc1 (stereo not drawn)	-7.6	-4.9	7.8	4.2	2.1	145.7	-7.3	-10.4	1.9
24	Cc1ccc(NC(=O)Cn2c(O)c(N=NC(=O)c3cc4ccccc4cc3O)c3ccccc32)cc1	43.8	0.0	11.2	0.9	-0.5	87.4	6.2	-3.1	-0.3
25	CCOC(=O)c1nc2c(ccc3ccccc32)cc1C	0.6	-1.9	-2.1	1.1	2.8	96.2	-8.0	0.7	-1.5
26	Cc1cccc(C)c1NC(=O)CN(C)CC(=O)c1c(N)n(Cc2ccccc2)c(=O)n(C)c1=O	x	x	-0.3	4.6	x	131.2	-4.7	-3.2	x
27	COc1ccccc1N(Cc1cc(=O)[nH]c2ccccc12)C(=O)C(C)C	3.7	-2.4	2.3	0.2	-14.3	96.9	-23.3	-6.1	-1.3
28	COc1ccc(CNC(=O)C2CCC(CNS(=O)(=O)c3cccs3)CC2)cc1 (stereo not drawn)	2.6	-1.4	4.9	2.6	1.2	99.8	-8.8	2.9	2.0
29	COc1cc(C)c(S(=O)(=O)N2CCN(C)CC2)cc1C	-4.9	0.2	-1.5	4.7	0.7	113.8	-5.1	-7.6	-4.6
30	O=C(NCCc1ccccc1)c1ccccc1NC(=O)C1CCCCC1C(=O)O (stereo not drawn)	3.9	2.7	-2.0	1.5	-10.2	93.3	1.5	-0.8	0.9

# Next section (two carried over from the part before).
item	Compound	core dimer inh	CTSL1 counter	PP1 inh	PP5 inh	EBNA-1 inhibitor	CR mimetic SO	GASC-1 inh	ZTA counter	TPT1 inh
29	COc1cc(C)c(S(=O)(=O)N2CCN(C)CC2)cc1C	-4.9	0.2	-1.5	4.7	0.7	113.8	-5.1	-7.6	-4.6
30	O=C(NCCc1ccccc1)c1ccccc1NC(=O)C1CCCCC1C(=O)O (stereo not drawn)	3.9	2.7	-2.0	1.5	-10.2	93.3	1.5	-0.8	0.9
31	COc1ccc(OC)c(C2NC(=O)NC(C)=C2C(=O)Nc2ccc(C)cc2)c1 (stereo not drawn)	-0.7	-0.7	-1.0	-0.2	-0.3	82.1	23.8	-8.5	0.0
32	O=C(Nc1ccc(F)cc1F)c1cc2nc3c(c(C(F)(F)F)n2n1)CCCC3	-1.8	4.6	0.8	-2.1	-1.2	98.2	-3.4	5.8	-5.4
33	Cc1cc(C(=O)Nc2ccc(C)c(S(=O)(=O)N3CCOCC3)c2)c2ccccc2n1	x	x	1.3	1.4	x	119.8	-9.0	-3.9	x
34	Cc1cc(-c2ccc(C)c(S(=O)(=O)NCCCN3CCCCCC3)c2)on1	-11.8	9.5	-1.0	0.2	-2.7	98.6	21.3	-29.7	-1.2
35	CCC(C)(C)NC(=O)C(c1ccc(OC)cc1)N(CCOC)C(=O)CCC(=O)Nc1nccs1 (stereo not drawn)	-0.6	0.8	-0.1	-0.2	-15.1	101.1	-7.1	-6.8	2.8
36	Cn1c(=O)c2c(ncn2CC(=O)Nc2nc(-c3ccc(F)c(F)c3)cs2)n(C)c1=O	-13.7	-1.8	-0.8	-0.4	-2.4	96.1	1.8	2.2	-0.7
37	O=C(NN1C(=O)/C(=C\c2ccc(O)c([N+](=O)[O-])c2)SC1=S)c1ccccc1Cl	-7.3	3.5	15.7*	0.6	-7.8	118.0	4.4	11.8	48.8*
38	Cc1ccc(/C=N/NC(=O)COc2ccc(Cl)c(C)c2)o1	4.1	-0.8	-2.4	-0.9	-2.5	105.1	-3.7	17.2	-1.1
39	COC(=O)C1=C(NC(=O)CCCCl)CCS1	2.7	3.6	0.1	-0.4	8.9	95.9	-5.1	5.3	-0.6
40	CCc1ccccc1NC1=NCC(=O)N1Cc1ccc(OC)cc1	-4.7	1.4	-2.7	4.2	3.7	117.3	8.1	2.2	-2.8
41	Cc1cc(NS(=O)(=O)c2ccc(NC(=O)Cc3ccc([N+](=O)[O-])cc3)cc2)no1	10.4	-4.5	-10.9	2.8	-12.2	95.7	-13.5	5.8	3.4
42	CC(C)C1N=C2c3ccccc3N=C(SCC#N)N2C1=O (stereo not drawn)	-0.8	2.1	-1.0	2.6	-11.6	103.5	-14.4	-22.8	-0.2
43	CC(=O)C(C)Oc1cc(C)cc2oc(=O)c(C)c(C)c12 (stereo not drawn)	2.8	4.7	1.0	0.0	-11.2	93.3	-16.9	-18.2	0.0
44	CCOc1ccc(-c2cn[nH]c2N)cc1	-7.3	2.3	-1.6	-0.6	3.8	77.2	10.7	-3.2	-3.8
45	O=C(Cn1nc(Cc2cccnc2)c2ccccc2c1=O)Nc1ccccc1F	-0.1	3.4	-4.3	-0.2	0.5	106.9	2.0	2.1	2.1
46	COC(=O)c1cccc(-n2sc3ccccc3c2=O)c1	x	x	-1.8	0.6	x	113.6	2.4	3.7	x
47	O=C(N/N=C/c1ccc(O)c2ncccc12)c1cccc(Br)c1	-5.9	3.6	20.9*	-0.7	6.8	153.3	37.8	14.6	2.5
48	CC(C)c1ccc(NC(=O)c2cc(S(=O)(=O)N3CCCC3)c[nH]2)cc1	8.0	0.2	-7.6	4.0	-10.8	115.6	149.7	-10.2	1.6
49	CSc1nsc(/C=C/Nc2ccc(F)cc2)c1C#N	-27.1	6.3	2.1	1.2	-0.9	100.2	-2.0	-1.8	24.1
50	CC(C)C(=O)Nc1cccc(C(=O)Nc2ccc3c(c2)OCO3)c1	4.0	2.4	0.1	1.7	-6.0	94.6	-0.3	-5.2	1.6
51	CN(C)C(CNC(C(=O)Nc1ccc([N+](=O)[O-])cc1Br)c1ccccc1)c1ccccc1 (stereo not drawn)	-3.6	-0.6	-0.2	2.3	-2.1	102.4	26.5	-5.4	2.1
52	CC(C(=O)Nc1sc2c(c1C(=O)NCc1ccco1)CCCC2)N1C(=O)c2ccccc2C1=O (stereo not drawn)	9.0	-2.8	-0.9	0.9	7.4	94.5	6.6	-3.0	0.8
53	COc1ccc(CN(C(=O)/C=C/C(=O)c2ccc(OC)cc2O)C(C(=O)NC2CCCCC2)c2ccncc2)cc1 (stereo not drawn)	8.3	2.4	0.1	-1.1	16.9	99.9	13.5	7.4	-1.4
54	Cc1ccc(S(=O)(=O)N2CCOCC2)cc1NC(=O)CSc1nnc(C2CC2)n1C1CC1	x	x	-0.6	3.0	x	112.2	-6.0	-4.6	x
55	Cc1cccc(N(C(=O)CNC(=O)c2cccs2)C(C(=O)NC2CCCC2)c2cccnc2)c1 (stereo not drawn)	-0.9	5.1	-2.4	-1.5	-7.0	103.6	u	-6.5	0.2
56	COc1cc2ccccc2cc1C(=O)NCCCN1CCOCC1	-4.8	0.3	0.3	2.2	-1.9	81.3	-28.8	-18.1	-3.3
57	CCOC(=O)Cc1csc(NC(=O)c2cc(C)c(C)s2)n1	x	x	1.0	1.1	x	84.0	-4.7	7.3	x
